# Screens: PubChem BioAssay, National Center for Advancing Translational Sciences (NCATS)
# ASM inhibitor = human S-ASM enzyme inhibition | P17405 | 340,000 compounds, 0.006% hits | Potency, µM (highest dose often 57.5 µM), for inactives: top-dose activity change, negative = inhibition, hits mostly inhibitors | placental ASM, HMU-PC fluorogenic substrate, 60 min; further: potency means the concentration at half of the fitted maximal effect
# Target sequence (P17405 47-631 limits assumed): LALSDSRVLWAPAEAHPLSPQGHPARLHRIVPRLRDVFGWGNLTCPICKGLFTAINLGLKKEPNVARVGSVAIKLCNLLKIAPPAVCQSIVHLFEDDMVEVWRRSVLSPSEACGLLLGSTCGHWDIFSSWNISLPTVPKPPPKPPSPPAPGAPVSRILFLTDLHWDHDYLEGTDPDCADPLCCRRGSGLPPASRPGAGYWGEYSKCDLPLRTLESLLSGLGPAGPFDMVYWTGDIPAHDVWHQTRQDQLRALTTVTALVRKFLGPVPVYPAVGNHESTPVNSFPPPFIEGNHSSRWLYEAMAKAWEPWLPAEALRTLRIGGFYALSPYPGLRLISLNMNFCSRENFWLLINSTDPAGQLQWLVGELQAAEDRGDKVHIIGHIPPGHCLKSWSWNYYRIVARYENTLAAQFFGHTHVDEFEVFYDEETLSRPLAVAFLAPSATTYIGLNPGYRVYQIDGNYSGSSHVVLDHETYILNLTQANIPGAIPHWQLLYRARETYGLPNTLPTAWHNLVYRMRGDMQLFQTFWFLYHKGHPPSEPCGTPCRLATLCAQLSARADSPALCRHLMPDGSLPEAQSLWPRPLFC
#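 Steps: dispense placental human ASM, pin compound, wait 10 min at room temperature, add HMU-PC0 substrate at 9 uM final, incubate 60 min at 37 °C, add stop solution raising pH to 10, read fluorescence.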
# PKM2 act = increases activity of human pyruvate kinase M2; purified PKM2, Kinase-Glo ATP luminescence, activation; response scale: 0% is enzyme alone, no compound; 260,000 compounds, 0.34% hits; P14618; Potency, µM (titrated, usually from 57.5 µM), inactives show at the top dose activation, hits mostly activators; further: potency means the concentration at half of the fitted maximal effect; on the % scale 0 is the no-effect control and ±100 the full control effect; nearly all actives have a fitted effect of over 55% in size
#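 Purified hPK-M2 (>95% pure) converted ADP (0.1 mM final) to ATP with 0.5 mM PEP in 50 mM imidazole pH7.2, KCl, MgCl2, Tween 20, BSA; 1 h at room temperature. ATP detected by Kinase-Glo luminescence.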
# Coupling enz = counter-screen for Giardia aldolase inhibitors: coupling enzyme system. coupling enzyme system counterscreen, AmpLite Red fluorescence. activity change, negative = inhibition, % at 58.2 µM, hits read low. 290,000 compounds, 0.67% hits. AID 2472; in the data active means activity change below about -30%; further: on the % scale 0 is the no-effect control and ±100 the full control effect
#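 Coupling enzymes only (glyceraldehyde-3-phosphate) + compound, at 57.5 uM final, 10 min RT; add substrate/coupling/AmpLite Red mix, 20 min RT; fluorescence ex 525/em 598 nm. Actives flag coupling-system interference.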
# B2AR arrestin = recruits beta-arrestin to the human beta2-adrenergic receptor | Potency, µM (highest dose often 46.1 µM), for inactives: at the top dose activation, most hits filed as activators | 330,000 compounds, 0.02% hits | beta-arrestin recruitment to beta2AR, cell-based reporter;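 further: potency means the concentration at half of the fitted maximal effect; 0% = DMSO controls and full agonism = EC100 isoproterenol or metaproterenol; nearly all actives have a fitted effect of over 65% in size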
# BCR signal inh = inhibitors of chronic active B-cell receptor signaling; ABC-DLBCL IkBa-CBG/CBR reporter, luminescence ratio, 4 h; Potency, µM (series often up to 46.1 µM), for inactives: at the top dose ratio change, negative = lower green/red ratio, hits mostly inhibitors; 340,000 compounds, 0.05% hits; AID 493014; active means well fitted inhibition curve with a large enough effect in the signal ratio, with a control signal flat, not every such curve was filed as active; inconclusive means small, poorly fitted or top-dose-only effect, or effect the other way, or a change in a side signal; the % refers to the signal ratio;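 further: potency means the concentration at half of the fitted maximal effect; plate controls were basal doxycycline-induced cells for no effect and cells given 10 µM MG132 for full effect; MG132 reads +100%, hits lower the ratio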
#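 TMD8 ABC-DLBCL cells carrying doxycycline-inducible green luciferase fused to IkappaBalpha plus unfused red luciferase were exposed to compounds (up to 46 uM) for 4 hrs at 37C. Activity came from the overlap-corrected green/red luminescence ratio.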
# a7 integrin act = integrin-mediated muscular dystrophy alleviation activation; alpha7betagal myoblasts, beta-gal FDG fluorescence, 48 h; 350,000 compounds, 0.064% hits; Potency, µM (doses to about 38.3 µM), for inactives: at the highest dose activation, most hits filed as activators; AID 624291;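 further: potency means the concentration at half of the fitted maximal effect; 100% = response of the positive control SU9516; nearly all actives have a fitted effect of over 60% in size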
#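 alpha7betagal+/- myoblasts (passage 13, 250/well) treated 48 h at 37C with compounds at 1:260 dilution of DMSO stock. Lysed, then beta-galactosidase activity read as FDG fluorescence (ex 480/em 540) after 30 min, with pre-read for autofluorescence.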
# Menin-MLL TR inh = displaces Texas Red mutant MLL peptide from human menin; O00255; Menin + Texas Red MLL mutant peptide, fluorescence polarization; Potency, µM (titrated, usually from 61.6 µM), without a hit: top-dose FP activity change, negative = inhibition, actives largely listed as inhibitors; 270,000 compounds, 0.23% hits; AID 1768; active means well fitted inhibition curve with a large enough effect in the polarisation, with a control signal flat, not every such curve was filed as active; inconclusive means small, poorly fitted or top-dose-only effect, or effect the other way, or a change in a side signal; inactive means no such curve, though single readings can be large or run the other way; the % refers to the polarisation; further: potency means the concentration at half of the fitted maximal effect; % of control where 0% means no effect; many of its hits are not listed in these tables
# GALK inhibitor = blocks human galactokinase activity | P51570 | Potency, µM (top dose mostly 57.5 µM), for inactives: at the top dose activity change, negative = inhibition, hits mostly inhibitors | 270,000 compounds, 0.007% hits | AID 1868 | Purified GALK, Kinase-Glo residual ATP luminescence; further: potency means the concentration at half of the fitted maximal effect; on the % scale 0 is the no-effect control and ±100 the full control effect
#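 Kinase-Glo Plus luminescence measured ATP left after a 1 h room-temperature reaction. The reaction used 5 nM GALK, 100 uM galactose and 35 uM ATP at pH 8.0 (20 mM HEPES, 5 mM MgCl2, 60 mM NaCl, 1 mM DTT, 0.01% BSA).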
# Giardia killer = kills Giardia lamblia | AID 540267 | Giardia lamblia trophozoite viability | 340,000 compounds, 0.15% hits | activity change, % at 7.66 µM, hits read low; in the data active means activity change below about -80%; inconclusive means between about -30% and that limit;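 further: parasites exposed to compound for two days anaerobically before the ATP read; on the % scale 0 is the no-effect control and ±100 the full control effect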
#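 Luminescence from cellular ATP indicates surviving trophozoites (100 cells/well) following 48 hrs anaerobic compound treatment at 37 deg C; signal develops 15-30 min at room temperature.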
# Tb PFK block = blocks T. brucei phosphofructokinase. O15648. T. brucei PFK, ADP-Glo luminescence. 330,000 compounds, 0.17% hits. AID 485367. Potency, µM (titrated, usually from 57.5 µM), for the others: top-dose activity, negative = inhibition, hits mostly inhibitors;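 further: potency means the concentration at half of the fitted maximal effect; 0% = uninhibited 1x PFK enzyme wells and -100% = no-enzyme wells; nearly all actives have a fitted effect of over 60% in size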
# Target sequence (O15648 whole entry, looked up): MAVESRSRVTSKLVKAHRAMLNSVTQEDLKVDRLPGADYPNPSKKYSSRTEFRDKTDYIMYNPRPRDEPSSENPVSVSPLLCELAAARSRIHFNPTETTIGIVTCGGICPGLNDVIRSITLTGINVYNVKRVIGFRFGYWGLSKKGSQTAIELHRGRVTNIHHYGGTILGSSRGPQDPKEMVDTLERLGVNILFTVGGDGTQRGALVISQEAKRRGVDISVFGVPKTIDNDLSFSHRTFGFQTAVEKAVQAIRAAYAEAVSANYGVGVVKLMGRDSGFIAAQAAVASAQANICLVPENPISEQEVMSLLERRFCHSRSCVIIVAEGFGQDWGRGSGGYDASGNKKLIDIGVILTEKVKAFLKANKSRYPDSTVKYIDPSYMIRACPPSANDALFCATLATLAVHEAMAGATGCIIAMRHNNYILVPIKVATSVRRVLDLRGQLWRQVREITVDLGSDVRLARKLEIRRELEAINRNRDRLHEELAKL
#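 Compounds were pin-transferred as a titration series up to 57 uM into substrate buffer (0.5 mM F6P, 0.1 mM ATP, pH 8.0), then 1.25 nM PFK was added and reactions ran 45 min before ADP-Glo detection.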
# PTAP TSG101 blk = blocks PTAP/TSG101 interaction to inhibit HIV-1 budding. Q99816. Fluorescence polarization, FITC-PTAP peptide / Tsg101 binding. Potency, µM (doses to about 115 µM), inactives show at the top dose activity change, negative = inhibition, most hits filed as inhibitors. 340,000 tested, under 10 active; active means well fitted inhibition curve with a large enough effect in the main read-out, with a control signal flat, not every such curve was filed as active; inconclusive means small, poorly fitted or top-dose-only effect, or effect the other way, or a change in a side signal; inactive means no such curve, though single readings can be large or run the other way; further: potency means the concentration at half of the fitted maximal effect; % of control where 0% means no effect
#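 Fluorescence anisotropy tracks displacement of a FITC-tagged PTAP peptide (50 nM) from the Tsg101 binding domain (10 uM), following a 20 min room-temperature incubation at pH 7.5.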
# * hit, by the source's call; ? = inconclusive; / = not tested or not shown; [ ] = another dose, or the depositor's remark. Unless noted, the call rests on the fitted dose curve; in most records, active means well fitted curve in the direction sought with a large enough effect; inconclusive means small, poorly fitted or top-dose-only effect, or another doubt; inactive means no such curve, though single readings can be large; an effect the other way counts as inactive or inconclusive. The list is partial; rates above refer to the full screens.
SMILES,ASM inhibitor,PKM2 act,Coupling enz,B2AR arrestin,BCR signal inh,a7 integrin act,Menin-MLL TR inh,GALK inhibitor,Giardia killer,Tb PFK block,PTAP TSG101 blk
CC(C)(C)NC(=O)COc1ccc(S(=O)(=O)N2CCCC2)cc1,5.0%,1.5%,1.0,-0.5%,0.5%,4.5%,-23.9%,4.8%,28.7,-5.7%,-9.1%
Cc1ccccc1C(=O)NC(=S)Nc1cccc(NC(=O)C(C)C)c1,-4.0%,-1.1%,-1.0,-0.4%,?,-3.5%,2.9%,7.2%,-1.2,-1.3%,-2.3%
CN(Cc1cnn(C)c1)Cc1nc(-c2ccc(Cl)cc2)no1,-2.2%,-2.2%,0.3,0.0%,?,-50.7%[inhibitor],12.9%,11.6%,-26.1,-6.0%,-1.9%
COc1ccc(S(=O)(=O)N2CN3CCN(C3)C2)cc1,5.2%,-2.3%,0.7,0.5%,2.0%,-32.0%,1.8%,0.5%,-9.4,-0.4%,-5.9%
CCOC(=O)[C@H]1[C@H]2COc3cc(OC)ccc3[C@@H]2N2C(=O)c3cc(OC)ccc3NC(=O)[C@@]12C,-0.9%,/,/,?,?,-11.0%,/,/,4.7,-3.8%,/
Cc1ccc(C(C)C)cc1OCC(=O)Nc1ccccc1N1CCCC1,-1.0%,-4.4%,/,-0.4%,8.5%,-9.1%,/,-1.7%,1.7,2.9%,-3.8%
COC(=O)c1cc2c(ccn2-c2ccc(F)cc2)n1Cc1ccc(C#N)cc1,-12.5%,-3.8%,-3.6,-0.4%,?,-27.3%,20.4%,/,6.9,0.8%,0.0%
COc1cc(C2NC(=O)NC(C)=C2[N+](=O)[O-])cc(OC)c1OC (stereo not given),0.1%,-2.1%,0.2,0.1%,-1.0%,-6.6%,/,/,-21.1,-3.2%,-3.3%
Cc1cc(C)c2nc(NNC(=O)c3cc(-c4cccs4)nc4ccccc34)sc2c1,0.0%,-5.3%,0.7,0.5%,-16.0%,-25.7%,?,/,-5.2,0.4%,0.8%
N#Cc1ccsc1NC(=O)c1cnccn1,2.0%,-2.1%,3.6,-0.3%,-1.0%,44.7%,9.7%,4.1%,3.2,-4.1%,-3.2%
O=C1CC[C@@H](CN(Cc2ccccn2)Cc2nc(-c3ccc(C(F)(F)F)cc3)no2)N1,0.5%,-1.0%,-1.3,-1.5%,-15.3%,?,-0.7%,0.9%,14.7,-0.3%,1.5%
CCOC(=O)c1ccc(NC(=O)C2CCCN(c3cnccn3)C2)cc1 (stereo not given),29.7%,8.0%[0.46 µM],2.8,0.1%,8.0%,-15.6%,21.0%,5.0%,27.3,-3.8%,-3.8%
CC(=O)Nc1ccc(NC(=O)C/C(C)=N/NC(=O)C(=O)N2CCCC2)cc1,2.3%,5.1%,0.8,0.0%,-15.2%,-15.9%,-1.8%,-1.7%,2.9,3.9%,-0.7%
Cc1ccc(Nc2nc(-c3c(C)nc4ccccn34)cs2)cc1,-2.0%,0.7%,0.0,-0.3%,?,-45.5%,?,2.5%,-24.1,-1.5%,-1.2%
COC(=O)CCNC(=O)CCc1ccc(S(=O)(=O)N2CCCCCC2)cc1,4.0%,/,/,-1.6%,4.1%,?,/,/,-7.3,-8.5%,-7.8%
C/C(=N\NC(=O)Cn1nc(C)c([N+](=O)[O-])c1C)c1ccc(O)cc1,5.9%,4.7%,2.0,-0.7%,-0.6%,-56.2%[inhibitor],1.7%,1.5%,-14.3,-6.3%,2.2%
COc1cc(OC)cc(C(=O)O/N=C(\N)c2ccccn2)c1,5.2%,-9.5%,-2.4,7.9%,?,-11.3%,/,1.4%,-10.7,-0.7%,-2.7%
COC(=O)c1ccc(C)c(NC(=O)c2nn(C)c(=O)c3ccccc23)c1,-2.4%,-0.9%,5.3,-0.3%,-2.9%,-12.6%[7.66 µM],-0.1%,1.1%,-16.6,-1.0%,-2.2%
Cc1ccc(C(C)C)c(OCC(=O)N/N=C/c2ccc(S(=O)(=O)O)o2)c1,11.8%,1.4%,10.4,0.3%,-0.1%,?,/,0.0%,-1.2,0.8%,0.0%
CCn1c2ccccc2c2nnc(SCC(=O)NC3CCS(=O)(=O)C3)nc21 (stereo not given),3.1%,1.2%,-1.2,-0.8%,?,-0.3%,-17.1%,0.2%,-7.6,0.0%,-1.8%
O=C(NCc1nnc(SCC(=O)N2CCN(c3ccccc3)CC2)o1)c1c(F)cccc1F,-2.8%,0.6%,-0.7,-0.4%,?,-0.7%,-10.5%,6.4%,-5.0,-14.5%,-0.5%
N#C/C(=C\c1ccc(O)c(O)c1)C(=O)NCCc1ccccc1,6.5%,/,/,0.0%,?,/,?,/,-4.8,-10.3%,-0.3%
COC(=O)C1CCN(C(=O)c2ccc(OC3CCN(Cc4ccccn4)CC3)cc2)CC1,1.6%,5.1%,-2.2,0.1%,-10.0%,1.5%,0.9%,-2.0%,-13.0,5.0%,-6.3%
O=[N+]([O-])c1ccc(CSC2=NCCN2)cc1,-2.5%,-0.3%,2.4,0.2%,-18.9%,-18.3%,-4.2%,3.1%,15.7,0.2%,-4.9%
C/C(=N/NC(=O)CNC(=O)COc1cccc(C)c1)c1ccco1,1.4%,-2.7%,0.1,-0.3%,-6.1%,-19.4%,/,5.9%,-2.7,-5.1%,0.9%

# The list goes on:
SMILES,ASM inhibitor,PKM2 act,Coupling enz,B2AR arrestin,BCR signal inh,a7 integrin act,Menin-MLL TR inh,GALK inhibitor,Giardia killer,Tb PFK block,PTAP TSG101 blk
COc1ccc(OCCCC(=O)Nc2cccc(S(=O)(=O)N3CCCCCC3)c2)cc1,-9.5%,/,/,-0.8%,-11.7%,-45.4%[inhibitor],/,/,-14.5,-10.4%,1.9%
COc1ccc(NC(=O)c2ccccc2[N+](=O)[O-])cc1OC,3.2%,-12.1%,2.0,-0.3%,?,11.8%,-11.4%,-2.4%,13.8,0.7%,-3.1%
O=C(CCn1ccc2cc(S(=O)(=O)N3CCCC3)ccc21)NCc1ccccc1,3.6%,3.4%[0.46 µM],2.7,0.2%,2.3%,?,8.7%,8.6%,14.1,-3.4%,-10.5%
COc1ccccc1N1CCN(S(=O)(=O)c2ccc(-c3cnc(C4CC4)o3)cc2)CC1,-0.6%,/,/,0.1%,?,-18.3%,/,-1.7%,-9.9,0.0%,0.6%
O=C(CCS(=O)(=O)c1cccc2nsnc12)N1CCN(c2ccccc2F)CC1,-1.0%,-12.9%,0.1,0.1%,3.6%,-1.6%,2.8%,2.2%,-1.3,-0.9%,-7.0%
Cc1ccc(-c2csc(NCCn3c(-c4ccncc4)nc4cc(C(F)(F)F)ccc43)n2)cc1,-11.9%,/,/,-0.2%,4.4%,-16.7%,/,/,10.2,11.5%,-0.5%
COC(=O)C1=C(C)C(c2ccc(OC)cc2)NC(=O)N1 (stereo not given),8.1%,-8.9%,-0.6,-0.1%,10.6%,-2.3%,2.1%,-0.3%,4.0,3.4%,-0.2%
Cc1c(C)c2c(OCC(=O)NCC(C)C)cc3c(c2oc1=O)CCC(C)(C)O3,30.3%[activator],/,0.5,0.4%,-2.9%,?,?,/,-6.0,3.5%,-1.7%
CN(C)c1ccc(S(=O)(=O)NCC(=O)NCc2ccccc2)cc1[N+](=O)[O-],-2.1%,/,2.8,-1.1%,-0.7%,-28.4%,-10.5%,0.8%,-12.0,-4.8%,-1.2%
COc1ccccc1NC(=O)CSc1nnc(NC(=O)c2ccco2)s1,-1.5%,-4.7%,/,-0.9%,-0.2%,-14.6%,/,5.8%,-1.4,-3.8%,/
Cc1cc(NS(=O)(=O)c2ccc(NC(=O)c3ccc(Cl)cc3Cl)cc2)no1,-4.9%,/,6.4,-0.3%,8.2%,4.7%,10.1%,-0.2%,-9.9,2.6%,-5.6%
CC(=O)C1=C(O)C(=O)N(CCN2CCOCC2)C1c1ccccc1 (stereo not given),5.5%,1.2%,0.0,-0.1%,5.3%,0.9%,29.3%,-4.2%,-5.5,1.9%,-5.2%
c1coc(Cn2c(SCc3nc4ccccc4[nH]3)nnc2-c2cccs2)c1,-0.1%,3.5%,2.2,0.1%,4.6%,11.2%[7.66 µM],3.2%,5.2%,10.5,-1.6%,-1.3%
O=C(CN(CC1CCCO1)C(=O)CNS(=O)(=O)c1ccc(Cl)cc1)NC1CCCCC1 (stereo not given),-2.6%,-2.2%,2.5,-0.3%,1.0%,?,-2.8%,9.0%,-3.8,-2.4%,-0.9%
COc1ccc(C(C)=O)cc1CN1C(=O)C(C)N(c2ccc(C)cc2)C1=O (stereo not given),1.4%,1.0%,-4.7,-1.0%,0.4%,-0.7%,-24.0%,0.4%,-2.2,0.2%,-4.1%
O=C(Nc1ccc(F)cc1)C(=O)C1C(=O)Nc2ccccc21 (stereo not given),-2.0%,-7.7%,-6.6,-0.7%,?,-14.6%,/,1.3%,0.7,-4.7%,-4.4%
